POLH inh: blocks human DNA polymerase eta activity; Q9Y253; recombinant Pol eta, fluorescent DNA replication assay; Potency, µM (titrated, usually from 114 µM), for inactives: at the highest dose activity change, negative = inhibition, hits mostly inhibitors; 390,000 compounds, 1.2% hits; AID 588591; further: on the % scale 0 is the no-effect control and ±100 the full control effect
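Pol eta (10 nM) was preincubated with compounds for 15 min at room temperature, after which fluorescent replication substrate (50 nM final) was added to start the reaction. Fluorescence was read kinetically at 0 and 10 min.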
JMJD2A Tudor inh: blocks the human JMJD2A Tudor domain | AlphaScreen JMJD2A-Tudor / H3K4me3 peptide binding | 390,000 compounds, 4.4% hits | AID 504339 | O75164 | Potency, µM (series often up to 114 µM), without a hit: at the highest dose activity change, negative = inhibition, actives largely listed as inhibitors; further: on the % scale 0 is the no-effect control and ±100 the full control effect; nearly all actives have a fitted effect of over 50% in size
G9a inh: G9a (human) methyltransferase inhibition | 350,000 compounds, 8.8% hits | G9a H3K9 monomethylation, AlphaScreen, 2 h | Potency, µM (series often up to 102 µM), without a hit: at the highest dose activity, negative = inhibition, hits mostly inhibitors | Q96KQ7; further: on the % scale 0 is the no-effect control and ±100 the full control effect; nearly all actives have a fitted effect of over 75% in size
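Signal arises when biotinylated H3K9 peptide, once monomethylated, bridges streptavidin donor and antibody-captured acceptor beads. Enzyme at 20 nM was preincubated 15 min with test compounds; peptide 500 nM and SAM 20 uM then reacted for 2 h.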
BLM helicase inh: Bloom syndrome helicase (human) inhibition; P54132; recombinant BLM DNA unwinding, fluorescence dequenching; Potency, µM (doses to about 56.1 µM), for inactives: at the top dose activity change, negative = inhibition, most hits filed as inhibitors; 350,000 compounds, 0.2% hits;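 further: plate controls were vehicle for no effect and no enzyme for full effect; nearly all actives have a fitted effect of over 35% in size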
Pol kappa inh: inhibitors of human DNA polymerase kappa; 400,000 compounds, 0.53% hits; AID 588579; Q9UBT6; Potency, µM (titrated, usually from 107 µM), for inactives: at the top dose activity, negative = inhibition, most hits filed as inhibitors; purified Pol kappa, fluorescent DNA synthesis assay, 10 min; further: on the % scale 0 is the no-effect control and ±100 the full control effect
Target sequence (Q9UBT6 whole entry, looked up): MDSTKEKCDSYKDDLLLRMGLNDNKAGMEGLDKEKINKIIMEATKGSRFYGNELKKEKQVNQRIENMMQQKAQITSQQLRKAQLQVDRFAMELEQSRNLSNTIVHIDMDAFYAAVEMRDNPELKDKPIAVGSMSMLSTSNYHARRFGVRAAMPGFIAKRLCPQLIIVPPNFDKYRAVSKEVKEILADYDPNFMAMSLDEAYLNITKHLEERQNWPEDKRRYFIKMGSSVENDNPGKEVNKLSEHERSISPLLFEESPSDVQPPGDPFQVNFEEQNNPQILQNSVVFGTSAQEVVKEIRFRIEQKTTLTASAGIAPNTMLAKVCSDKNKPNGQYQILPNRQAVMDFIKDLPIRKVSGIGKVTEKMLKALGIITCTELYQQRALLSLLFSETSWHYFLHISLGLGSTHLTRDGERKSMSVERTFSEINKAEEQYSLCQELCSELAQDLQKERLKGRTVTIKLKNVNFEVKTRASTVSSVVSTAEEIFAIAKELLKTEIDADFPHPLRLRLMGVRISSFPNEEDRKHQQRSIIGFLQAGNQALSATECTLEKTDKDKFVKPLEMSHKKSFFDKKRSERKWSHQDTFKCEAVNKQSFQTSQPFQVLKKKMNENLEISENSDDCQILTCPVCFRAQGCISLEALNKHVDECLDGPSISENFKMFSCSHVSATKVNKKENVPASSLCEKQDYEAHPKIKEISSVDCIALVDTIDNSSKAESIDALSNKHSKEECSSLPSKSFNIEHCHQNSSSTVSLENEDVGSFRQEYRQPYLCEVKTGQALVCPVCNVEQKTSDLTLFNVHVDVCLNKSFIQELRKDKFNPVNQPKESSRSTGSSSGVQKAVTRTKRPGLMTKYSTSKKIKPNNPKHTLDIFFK
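First, compounds were pin-transferred onto 10 nM Pol kappa. After 15 min at room temperature, substrate was added to 50 nM final. Fluorescence was then measured kinetically at 0 and 10 min.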
Pol iota inh: DNA polymerase iota (human) inhibition. Pol iota fluorescent replication assay, 10 min. Potency, µM (top dose mostly 115 µM), without a hit: at the highest dose activity, negative = inhibition, hits mostly inhibitors. 390,000 compounds, 1% hits
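Fluorescent replication assay read twice, at 0 min and 10 min after adding 50 nM (final) substrate. Enzyme (10 nM) and compounds were first incubated 15 min at room temperature; enzyme-free buffer wells were negative controls.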
APE1 inh: APE1 (human) endonuclease inhibition | P27695 | recombinant APE1, TAMRA/BHQ-2 abasic DNA cleavage fluorescence | Potency, µM (highest dose often 65.8 µM), for inactives: at the top dose activity change, negative = inhibition, most hits filed as inhibitors | 350,000 compounds, 0.35% hits;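 further: plate controls were vehicle for no effect and reference inhibitor for full effect; nearly all actives have a fitted effect of over 55% in size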
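Compound pre-exposure to 0.75 nM APE1, 15 min at ambient temperature. Reaction initiated with 50 nM TAMRA/BHQ-2 THF substrate, read immediately in kinetic mode, 525 nm excitation, 598 nm emission.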
POLB inh: inhibitors of human DNA polymerase beta; P06746; Pol beta primer extension/strand displacement, fluorescence kinetic; Potency, µM (titrated, usually from 114 µM), without a hit: top-dose activity change, negative = inhibition, most hits filed as inhibitors; 340,000 compounds, 1.3% hits; AID 485314; further: on the % scale 0 is the no-effect control and ±100 the full control effect
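Preincubation: enzyme (10 nM) with compound, 15 min, RT. Reaction: substrate added to 50 nM final. Reads: 0 and 10 min. Analysis: normalized, Hill fit.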
BAZ2B inh: blocks human BAZ2B | Q9UIF8 | AlphaScreen BAZ2B-H3K14Ac peptide displacement | Potency, µM (top dose mostly 114 µM), for the others: at the top dose activity change, negative = inhibition, hits mostly inhibitors | 360,000 compounds, 4.4% hits | AID 504333; further: on the % scale 0 is the no-effect control and ±100 the full control effect; nearly all actives have a fitted effect of over 60% in size
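In this displacement format the biotinylated H3(5-23) peptide acetylated at Lys14 serves as ligand at 50 nM, with BAZ2B at 50 nM in PBS pH 7.4 containing 0.01% Tween-20. Donor and acceptor beads are 10 ug/mL final.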
Starred values were filed as active, the others as inactive; ? = inconclusive; / = not tested or not shown; [ ] = dose if it differs, or a comment. The call rests on the fitted dose curve; in most records, active means well fitted curve in the direction sought with a large enough effect; inconclusive means small, poorly fitted or top-dose-only effect, or another doubt; inactive means no such curve, though single readings can be large; an effect the other way counts as inactive or inconclusive. Potency means the concentration at half of the fitted maximal effect.

SMILES	POLH inh	JMJD2A Tudor inh	G9a inh	BLM helicase inh	Pol kappa inh	Pol iota inh	APE1 inh	POLB inh	BAZ2B inh
O=C(c1ccccc1)N(Cc1nc2ccccc2c(=O)[nH]1)C1CCCCC1	-9%	-10%	?	-1%	-13%	-5%	1%	3%	-23%
CCCOc1nc(C)cc(COC)c1C(N)=O	1%	-10%	0%	-13%	-7%	138%[activator]	-5%	19%	3%
O=c1[nH]c(CN2CCc3ccccc32)nc2scc(-c3cccs3)c12	-4%	-28%	18µM*	1%	-19%	-8%	?	40µM*	-14%
COc1ccc(NC(=O)CSc2nccn2Cc2ccccc2)c(OC)c1	-18%	-26%	45µM*	-1%	-3%	2%	45%[activator]	11%	?
Cc1noc(/C=C/c2ccccc2F)c1S(=O)(=O)N1CCC(C(=O)NCc2ccco2)CC1	-5%	-16%	28%[59 µM]	-3%	-13%[60.1 µM]	4%	/	2%	8%
COC(=O)c1ccc(/C=N/NC(=O)C(=O)NCC2CCCO2)cc1 (stereo not given)	-16%	-14%	/	-3%	-14%	61%[activator]	12%	59%	-3%
COc1cc(NC(=O)c2cc(C)on2)cc(OC)c1OC	-3%	-7%	22%	-5%	-5%	-1%[58.9 µM]	4%	9%	-5%
COc1cccc(-n2nnnc2SCC(=O)NC2CCCC2)c1	-2%	0%	10%	1%	-2%	19%	12%	18%	?
Cc1ccc(NC(=O)c2ccc(NC(=O)C3CCCCC3C(=O)O)cc2)cc1 (stereo not given)	-9%	-5%	20%	-4%	15%	27%	9%	4%	1%
COc1cccc(NC(=O)CN(C)C(=O)Cc2ccc(Cl)cc2Cl)c1	-18%	4%	2%	-3%	0%	27%	12%	-1%	-2%
COc1cccc(C(=O)Nc2cccc(-c3cn4c(C)csc4n3)c2)c1OC	-9%	?	-3%[59 µM]	-3%	-3%[60.1 µM]	1%	/	-19%	?
COc1ccc(/C=C2\SC(=S)N(CCC(=O)N3CCCCC3CCO)C2=O)cc1 (stereo not given)	?	?	?	-11%	?	28µM*	1%	?	-35%[57.1 µM]
Cc1ccc(C)c(NC(=O)C(Sc2nc3ccccc3c(=O)n2CC(C)C)c2ccccc2)c1 (stereo not given)	-16%	-1%	12%[59 µM]	0%	-1%	14%	2%	?	-3%
COc1ccc(NC(=O)CC2SC(=O)NC2=O)cc1 (stereo not given)	-20%	7%	-28%	-10%	0%	-2%	14%	11%	2%
C#CC(N)CCC(=O)O (stereo not given)	-2%[57.1 µM]	/	37%[activator][59 µM]	/	-3%[60.1 µM]	8%[58.9 µM]	-3%	12%[57.1 µM]	/
CC(=O)c1ccc(COC(=O)c2ccccc2NC(=O)C(C)C)cc1	/	/	/	-2%	/	/	7%	-3%	10%
Cc1ccc(N/N=C2\CC(=O)c3ccccc32)cc1Cl	/	/	/	-13%	/	/	-6%	14%	11µM*
Cc1cccc(C)c1NC(=O)Cn1c(CN2CCCCC2)nc2ccccc2c1=O	-12%	-4%	3%[59 µM]	1%	-2%	-17%	0%	30%	2%
COc1ccc2c(CNCc3ccco3)c(C(=O)O)n(Cc3ccc(F)cc3Cl)c2c1	-14%	-25%	-14%[59 µM]	-1%	-5%	-3%	/	-2%	?
COc1cc(OC)cc(C(=O)NC(=S)NNC(=O)[C@H]2C[C@@H]2c2ccccc2)c1	6%	?	20µM*	-1%	-4%	23%	-2%	3%	-19%
Cc1c(C(=O)N2CCN(Cc3ccccc3)CC2)oc2c1C(=O)CCC2	-2%	5%	/	-2%	-5%	-24%	0%	39%[activator]	-8%
NS(=O)(=O)c1ccc(N=Nc2c(-c3ccccc3)[nH]n(-c3nc(-c4ccccc4)cs3)c2=O)cc1	4%	?	?	-2%	-15%	5%	2%	-21%	?
CCCCc1ccc(NC(=O)CSC2=NN3CCCC(=O)N=C3S2)cc1	-16%	-16%	36%[activator]	-7%	0%	37%[activator]	20%	-18%	1%
CC(C)(C)c1ccc(S(=O)(=O)NCc2ccc(C(=O)N3CCOCC3)cc2)cc1	-9%	2%	19%	3%	0%	4%	0%	-3%	7%
C=COC(=O)CSc1snc(SCC(=O)OC)c1C#N	?	25%	1%[12.7 µM]	-7%	-8%	5%	-1%	2%	13%

The final 2 records of the section before come first, to join the parts.
SMILES	POLH inh	JMJD2A Tudor inh	G9a inh	BLM helicase inh	Pol kappa inh	Pol iota inh	APE1 inh	POLB inh	BAZ2B inh
CC(C)(C)c1ccc(S(=O)(=O)NCc2ccc(C(=O)N3CCOCC3)cc2)cc1	-9%	2%	19%	3%	0%	4%	0%	-3%	7%
C=COC(=O)CSc1snc(SCC(=O)OC)c1C#N	?	25%	1%[12.7 µM]	-7%	-8%	5%	-1%	2%	13%
Cc1cc2oc(=O)cc(CN3CCOCC3)c2cc1Cl	-3%	-3%	9%	3%	-6%	39%[activator]	66%[activator]	0%	-7%[57.1 µM]
COc1ccc(N2CCOCC2)c(NC(=O)c2cc3ccccc3o2)c1	-3%	-3%	?	-8%	-10%	6%	-11%	1%	9%
CCN1C(=O)CCN(C2CCCC2)c2nc(Nc3ccc(C(=O)NC4CCN(C)CC4)cc3OC)ncc21	-22%	?	/	/	-11%	-4%	/	/	/
O=c1c2c3c(sc2nc2n1CCCC2)CCC3	0%	-17%	-19%	-1%	1%[60.1 µM]	16%	-5%	-12%	-2%
COc1ccc(CNS(=O)(=O)c2cc(CN3C(=O)c4cccnc4C3=O)ccc2OC)cc1	5%	-12%	/	0%	12%	11%	-11%	-19%	?
CC1(C)NC(=O)N(CCOc2ccc3c(c2)CCC3)C1=O	0%	-10%	8%[59 µM]	0%	-13%	?	-4%	23%	-3%
Cc1[nH]c2ccccc2c(=O)c1CN1CCCCCC1	6%	-14%	?	5%	-12%	18%	21%	12%	-2%
CCc1ccccc1NC(=O)CSc1nnc(-c2ccncc2)o1	-2%	-21%	-31%	-6%	-5%	-5%	1%	1%	-13%
CC1=C(C(=O)Nc2ccccc2)C(c2cccc(O)c2)n2nc(-c3ccccc3Cl)nc2N1 (stereo not given)	-15%	-27%	-1%[59 µM]	-6%	-13%	-7%	/	-25%	-9%
Cc1ccc(/C=C/C(=O)Oc2ccc(C#N)cc2)o1	/	/	?	-4%	/	/	-11%	7%	-2%
Cc1ccc2c(c1)N(C(=O)CCC(=O)NC1CCC(C)CC1)CCO2 (stereo not given)	-18%	-10%	20%	-1%	9%	26%	26%	13%	13%
O=C1C=C(c2ccc(CO)cc2)C[C@@H](c2ccc3c(c2)OCO3)C1	-5%	-25%	2%[0.501 µM]	/	8%	-18%	16%	/	-1%
Cc1cc(Cl)c(C(=O)Nc2cccc(C(F)(F)F)c2)c(C)n1	-8%	?	45µM*	-3%	-9%	0%	44%	25%	?
CC1(C)Cc2c(cnn2-c2cccc(F)c2)C(NC(=O)C2CCOCC2)C1 (stereo not given)	-21%	4%	8%	-2%	-9%	27%	26%	10%	-4%
Cc1ccc(Cl)cc1NC(=O)CCCN1C(=O)CCn2nc(-c3cn(C)c4ccccc34)cc21	-17%	-19%	2%[59 µM]	0%	-2%[60.1 µM]	5%	/	2%	-5%
CCOc1ccc(N(CC(=O)NC2CCCC2)S(=O)(=O)c2c(C)[nH]c(=O)[nH]c2=O)cc1	-23%	-5%	-6%[59 µM]	3%	-5%	20%	15%	-3%	8%
O=C(NC(=S)NNC(=O)c1ccccc1O)c1ccco1	-5%	35µM*	?	2%	0%	7%	-1%	20%	?
CCCN1CN=C(Nc2nc3ccccc3o2)NC1	-16%	-5%	0%	2%	3%	58%[activator]	3%	-7%	-16%
CC(C)NC(=O)c1cc(=O)n(C)c(=O)n1C	-18%	6%	-35%[12.7 µM]	-2%	-41%	14%	0%	-11%	-2%
COc1ccc(C(=O)OCC(=O)NCCc2ccc(F)cc2)cc1S(=O)(=O)N1CCOCC1	-14%	2%	/	/	2%	79%[activator]	8%	/	/
COc1ccc(N(CC(=O)Nc2cccc(C(F)(F)F)c2)S(C)(=O)=O)cc1	-22%	-8%	-12%[59 µM]	-4%	-8%	1%	-4%	2%	11%
CC(C)NC(=O)c1ccc(Cn2c(=O)c3cccn3c3cccnc32)cc1	8%	13%	7%[59 µM]	0%	6%	2%	/	69%	-4%
Nn1c(SCc2ccc([N+](=O)[O-])cc2)nc2ccccc2c1=O	3%	-15%	14%[2.33 µM]	-3%	4%	?	-3%	14%	1%
COc1ccc(OC)c(NC(=O)C2CCN(Cc3cnn(-c4ccccc4)c3-n3cccc3)CC2)c1	-14%	50µM*	45µM*	-9%	1%	26%	5%	-1%	?

Sorted by SMILES length (rising): four of the compounds above.
SMILES	POLH inh	JMJD2A Tudor inh	G9a inh	BLM helicase inh	Pol kappa inh	Pol iota inh	APE1 inh	POLB inh	BAZ2B inh
O=C(NC(=S)NNC(=O)c1ccccc1O)c1ccco1	-5%	35µM*	?	2%	0%	7%	-1%	20%	?
COc1ccc(N2CCOCC2)c(NC(=O)c2cc3ccccc3o2)c1	-3%	-3%	?	-8%	-10%	6%	-11%	1%	9%
COc1ccc(C(=O)OCC(=O)NCCc2ccc(F)cc2)cc1S(=O)(=O)N1CCOCC1	-14%	2%	/	/	2%	79%[activator]	8%	/	/
CCOc1ccc(N(CC(=O)NC2CCCC2)S(=O)(=O)c2c(C)[nH]c(=O)[nH]c2=O)cc1	-23%	-5%	-6%[59 µM]	3%	-5%	20%	15%	-3%	8%

Source: PubChem BioAssay (National Center for Advancing Translational Sciences (NCATS))

A portion of the library; count on the stated rates, not on these rows.
